TrxR1 substrate – substrates of rat thioredoxin reductase 1 | O89049 | purified TrxR1 substrate turnover, NADPH consumption readout | Potency, µM (doses to about 114 µM), for the others: top-dose activity change, negative = substrate turnover | hit rate 0.01% among 390,000; further: potency means the concentration at half of the fitted maximal effect; on the % scale 0 is the no-effect control and ±100 the full control effect; nearly all actives have a fitted effect of over 50% in size
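Rat TrxR1, dispensed at 90 nM, was prereduced with 400 uM NADPH (final) for 5 min at ~22 deg C, then incubated with compound 15 min before 400 uM selenite. A first-read NADPH fluorescence drop versus no-compound background flagged substrates.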
Vif-A3F inh – Vif-A3F binding inhibition | HeLa A3F-eYFP + Vif (tagged APOBEC3F with the HIV-1 protein that degrades it), YFP fluorescence increase | AID 602313 | Potency, µM (doses to about 46.1 µM), inactives show at the highest dose activity, negative = active | hit rate 0.2% among 390,000; further: potency means the concentration at half of the fitted maximal effect; % of control where 0% means no effect; nearly all actives have a fitted effect of over 65% in size
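Fluorescence increase (Ex 488/Em 500-530) after overnight compound treatment at 37 deg C flags inhibition of Vif-driven A3F-eYFP loss in stable HeLa A3F-eYFP/Vif cells seeded overnight beforehand.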
LDHA inh – inhibitors of human lactate dehydrogenase A; P00338; purified LDHA, NADH/diaphorase-resazurin fluorescence; hits give low values; activity change, % (values are at about 110 or 230 µM); hit rate 0.15% among 480,000; AID 1347041; in the data active means activity change below about -30%; inconclusive means mostly about -25% to -30%;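 further: plate controls were DMSO wells for no effect and wells without enzyme for full effect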
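LDH5 2 nM; NADH 0.06 mM, pyruvate 0.2 mM; 200 mM Tris pH 7.4, EDTA, Tween-20; 5 min RT. Detection: diaphorase 0.133 mg/mL + resazurin 37 µM, fluorescence ex540/em590 at 0 and 20 min; normalized to enzyme-free and DMSO wells.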
RGS4 inhibitor – human RGS4 inhibition | hit rate 0.039% among 390,000 | Transcreener GDP fluorescence polarization, RGS4-accelerated GTP hydrolysis | AID 504845 | Potency, µM (series often up to 114 µM), for the others: at the top dose activity change, negative = inhibition, usual class: inhibitors | P49798; further: potency means the concentration at half of the fitted maximal effect; on the % scale 0 is the no-effect control and ±100 the full control effect; nearly all actives have a fitted effect of over 75% in size; some results filed as inactive show a strong effect at the top dose
Target sequence (P49798 whole entry, looked up): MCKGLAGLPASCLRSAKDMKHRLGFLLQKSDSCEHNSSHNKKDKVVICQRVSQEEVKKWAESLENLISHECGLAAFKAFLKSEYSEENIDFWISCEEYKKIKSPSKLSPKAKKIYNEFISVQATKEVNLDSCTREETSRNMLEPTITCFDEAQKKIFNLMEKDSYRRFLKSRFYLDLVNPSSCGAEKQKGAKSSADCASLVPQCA
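MLSMR compounds (23 nl, pin-transferred) preincubated 10 min at room temperature with a 500nM (2x) first reagent, then RGS4 at 900nM (2x) plus Transcreener GDP mix added; fluorescence polarization (620/688 nm) read before and after 90 min at 30 °C.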
TrxR1 inh – rat TrxR1 inhibition | hit rate 1% among 390,000 | recombinant rTrxR1, NADPH fluorescence consumption, selenite substrate | Potency, µM (doses to about 114 µM), inactives show top-dose activity change, negative = inhibition, most hits filed as inhibitors | O89049; further: potency means the concentration at half of the fitted maximal effect; on the % scale 0 is the no-effect control and ±100 the full control effect; nearly all actives have a fitted effect of over 65% in size
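Rat TrxR1 (90 nM in the dispensed reagent) was pre-reduced with 400 uM NADPH for 5 min at room temperature, then incubated with compound for 15 min. After 400 uM selenite was added, NADPH fluorescence (Ex 340/Em 450 nm) was followed for 8 min.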
Vif-A3G inh – inhibitors of Vif-APOBEC3G interaction | hit rate 0.076% among 410,000 | HeLa A3G-eYFP + Vif (tagged APOBEC3G with the HIV-1 protein that degrades it), YFP fluorescence, overnight | Q9HC16 | Potency, µM (doses to about 46.1 µM), inactives show at the highest dose activity, negative = active, hits mostly inhibitors;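 further: potency means the concentration at half of the fitted maximal effect; on the % scale 0 is the no-effect control and ±100 the full control effect; nearly all actives have a fitted effect of over 60% in size; hits raise eYFP signal because A3G escapes Vif-driven loss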
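Read-out is eYFP fluorescence (Ex 488/Em 500-530) from Vif-expressing HeLa A3G-eYFP cells; more signal means A3G escaped Vif-mediated degradation. Cells plated overnight, compound pinned in, incubated overnight at 37 deg C.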
USP1 inh – blocks the human USP1/UAF1 deubiquitinase complex | hit rate 0.23% among 390,000 | Potency, µM (series often up to 57.1 µM), without a hit: at the highest dose activity change, negative = inhibition, most hits filed as inhibitors | O94782 | recombinant USP1/UAF1, Ub-Rhodamine cleavage fluorescence; further: potency means the concentration at half of the fitted maximal effect; on the % scale 0 is the no-effect control and ±100 the full control effect; nearly all actives have a fitted effect of over 60% in size; inactives centre near -12
Target sequence (O94782 whole entry, looked up): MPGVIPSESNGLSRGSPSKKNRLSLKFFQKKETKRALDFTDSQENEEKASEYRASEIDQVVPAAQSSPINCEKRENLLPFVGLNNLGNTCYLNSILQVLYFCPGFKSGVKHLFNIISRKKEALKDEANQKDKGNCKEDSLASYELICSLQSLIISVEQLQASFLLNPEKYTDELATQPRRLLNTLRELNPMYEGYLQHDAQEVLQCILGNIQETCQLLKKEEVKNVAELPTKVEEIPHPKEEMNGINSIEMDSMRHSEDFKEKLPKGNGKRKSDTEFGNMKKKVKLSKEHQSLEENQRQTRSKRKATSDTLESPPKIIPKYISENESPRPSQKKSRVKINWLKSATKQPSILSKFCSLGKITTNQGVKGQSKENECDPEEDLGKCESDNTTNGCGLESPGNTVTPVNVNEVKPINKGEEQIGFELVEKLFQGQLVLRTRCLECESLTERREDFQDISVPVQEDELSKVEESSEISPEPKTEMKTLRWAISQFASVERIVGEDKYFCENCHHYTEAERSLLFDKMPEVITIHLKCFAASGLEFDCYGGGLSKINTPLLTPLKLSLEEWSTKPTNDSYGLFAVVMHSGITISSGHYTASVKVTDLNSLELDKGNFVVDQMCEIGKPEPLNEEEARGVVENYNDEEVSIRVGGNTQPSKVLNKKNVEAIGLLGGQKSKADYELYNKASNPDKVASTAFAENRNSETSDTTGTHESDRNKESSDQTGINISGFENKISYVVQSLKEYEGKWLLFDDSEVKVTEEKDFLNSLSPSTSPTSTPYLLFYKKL
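In this screen, compounds sit with the deubiquitinase complex (1nM) for 15 min at room temperature before Ub-Rho is added at 150nM final. Fluorescence rise is then followed for 6 reads every 60 seconds.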
IDH1 R132H inh – blocks human mutant IDH1 R132H enzyme; IDH1-R132H enzyme, NADPH consumption, diaphorase/resazurin fluorescence; Potency, µM (doses to about 76.6 µM), for inactives: at the highest dose activity change, negative = inhibition, usual class: inhibitors; hit rate 0.093% among 390,000; AID 602179; further: potency means the concentration at half of the fitted maximal effect; on the % scale 0 is the no-effect control and ±100 the full control effect; nearly all actives have a fitted effect of over 65% in size
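IDH1-R132H (0.5 ug/mL) preincubated 30 min with compound, then NADPH (0.016 mM) and alpha-KG (2 mM) added; 80 min at RT, pH 7.5. Remaining NADPH coupled via diaphorase/resazurin to fluorescence (540/590 nm); concentration-response curves normalized to no-enzyme control.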
GRP78 ERSR act – induces the endoplasmic reticulum stress response in human glioma cells; U87-MG GRP78 promoter luciferase reporter, 16 h; Potency, µM, for the others: at the top dose activation, hits mostly activators; hit rate 0.02% among 420,000; AID 602332; further: potency means the concentration at half of the fitted maximal effect; series mostly up to about 76 µM; % of control where 0% means no effect; nearly all actives have a fitted effect of over 35% in size
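Stably transfected U87-MG human glioma cells carrying a GRP78-based luminescent sensor were seeded at 1000 cells/well, pin-dosed with compounds and incubated 16 h. Luciferase reagent was then added, and end-point luminescence was read after 10 min at room temperature.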
Active calls of the source: *; ? = inconclusive; [ ] = another dose, or the depositor's remark. Unless noted, the call rests on the fitted dose curve; in most records, active means well fitted curve in the direction sought with a large enough effect; inconclusive means small, poorly fitted or top-dose-only effect, or another doubt; inactive means no such curve, though single readings can be large; an effect the other way counts as inactive or inconclusive. Not all compounds are listed, so the mix of outcomes need not match the whole.

SMILES | TrxR1 substrate | Vif-A3F inh | LDHA inh | RGS4 inhibitor | TrxR1 inh | Vif-A3G inh | USP1 inh | IDH1 R132H inh | GRP78 ERSR act
CC(C)Cn1c(=O)c2ccccc2n2c(CCC(=O)Nc3ccc(F)c(F)c3)nnc12 | -7% | 9% | -5 | -3% | 1% | 0% | -7% | -13% | -1%
O=C(OCc1ccccc1)C1CCCN1C(=O)c1cccs1 (stereo unspecified) | 4% | -7% | -7 | 15% | 9% | -10% | -19% | 3% | -2%
Cc1cc(C)n(-c2ccc(C(=O)Nc3cccnc3Cl)cc2)n1 | 0% | 0% | -19 | 4% | 0% | -7% | -8% | -9% | -2%
O=C(CO/N=C/c1ccccc1OC(F)F)NCc1cccs1 | -3% | 1% | -2 | -4% | 1% | 1% | -13% | 6% | -2%
CCOc1ccc(CN2CCCC(N3CCN(c4ccc(OC)cc4)CC3)C2)cc1 (stereo unspecified) | 3%[2.29 µM] | 3% | -1 | -11% | 29% | 3% | -6% | -4% | -5%
O=C(O)CN1C(=O)/C(=C\c2cc(Br)ccc2OCc2ccc(Cl)cc2Cl)SC1=S | 1%[57.1 µM] | -1% | -2 | ? | 3%[57.1 µM] | 0% | ? | -1% | 0%
COc1ccc(N2C(=O)N3[C@@H]4c5ccccc5OC[C@@H]4[C@@H](c4ccccc4)[C@@]3(C)C2=O)cc1 | -2% | 0% | -11 | -5% | 14% | 0% | -3% | -7% | -3%
Fc1ccc(NC(=S)NN=C2CCCCCC2)cc1 | 4%[57.1 µM] | 0% | -3 | -24% | ? | -4% | -13% | -12% | 4%
Cn1c(C(=O)NCc2ccc(F)cc2)cc2cc(S(=O)(=O)N3CCCCC3)ccc21 | 0%[57.1 µM] | 0% | 3 | 3% | 7%[57.1 µM] | 4% | -17% | 0% | -2%
O=C(Nc1nccs1)c1cccc(N2C(=O)c3cccc4c([N+](=O)[O-])ccc(c34)C2=O)c1 | 0% | ? | -1 | -21% | -5% | ? | -21% | 13% | 1%
N#Cc1ccc(OCC(=O)NN2Cc3ccccc3C2=N)cc1 | -3%[57.1 µM] | -14% | -2 | -27% | 18%[57.1 µM] | -1% | -7% | 0% | 1%
CCN(C(=O)COC(=O)c1cc([N+](=O)[O-])ccc1N1CCOCC1)C1CCCCC1 | -5% | 5% | 4 | 2% | 1% | -3% | -18% | 3% | -1%
COc1ccc(/C=C(/NC(=O)c2ccco2)C(=O)Nc2ccc(C(C)=O)cc2)cc1 | -3% | 0% | -4 | -8% | 35%[0.457 µM] | 2% | -13% | 6% | 0%
COc1ccc(C2(CO)OC(CO)C(O)C2O)cc1 (stereo unspecified) | 3%[11.4 µM] | 0% | -5 | 10% | -25%[11.4 µM] | -8% | -4% | 1% | -3%
O=S(=O)(c1ccccc1)N1CCC2(CC1)CO2 | 0%[57.1 µM] | -2% | -9 | -5% | -17%[57.1 µM] | -1% | -7% | -3% | 1%
CCOc1ccccc1-n1c(SCC(=O)N2CCOCC2)nc2ccccc2c1=O | 0% | 2% | -13 | 6% | 8% | 1% | -7% | 13% | -4%
CCOc1ccc(C2N(c3ccc(Cl)cc3)C(=O)C3CCCN32)cc1OC (stereo unspecified) | 12%[57.1 µM] | -8% | -4 | -1% | 4%[57.1 µM] | -8% | -3% | -1% | -1%
CC(=O)Nc1ccc(S(=O)(=O)NCCNS(=O)(=O)c2ccc(NC(C)=O)cc2)cc1 | 4% | 1% | -3 | 29% | 22% | -2% | -13% | 3% | -4%
COc1ccc(OCC(=O)NNC(=O)C2CCC2)cc1 | -2% | -32% | -5 | -44% | 3% | 0% | -16% | 0% | -4%
O=C(C1CCCC1)N1CCCC(Nc2ccccc2)C1 (stereo unspecified) | 2% | 0% | -4 | -11% | 21% | 2% | -16% | 3% | 3%
COC(=O)c1ccc(-c2csc(NC(=O)c3ccc(S(=O)(=O)N4CCc5ccccc5C4)cc3)n2)cc1 | -7% | ? | -7 | 14% | -3% | 5% | 3% | 4% | -2%
CC(CNC(=O)c1ccc(C#N)cc1)NC(=O)c1ccc(C#N)cc1 (stereo unspecified) | 7%[57.1 µM] | 0% | -10 | 20% | 12%[57.1 µM] | 1% | -1% | 10% | -4%
COc1ccc(NC(=O)c2cc([N+](=O)[O-])ccc2NC(=O)CNC2CCCCC2C)c(OC)c1 (stereo unspecified) | -8% | -10% | -8 | -7% | 9%[57.1 µM] | -15% | -3% | 1% | 1%
CCOCCCNC(=O)CC1Oc2ccc(C)cc2NC1=O (stereo unspecified) | 5%[57.1 µM] | -2% | 0 | 1% | 16%[57.1 µM] | 2% | -8% | -4% | -4%
COc1ccc(CCN2CCCn3c2nc2c3c(=O)[nH]c(=O)n2C)cc1OC | 6% | -5% | 1 | 6% | 34% | ? | -19% | 14% | -6%

Record cards, as listed above:
Record of Fc1ccc(NC(=S)NN=C2CCCCCC2)cc1 : TrxR1 substrate: 4%[57.1 µM]; Vif-A3F inh: 0%; LDHA inh: -3; RGS4 inhibitor: -24%; TrxR1 inh: ?; Vif-A3G inh: -4%; USP1 inh: -13%; IDH1 R132H inh: -12%; GRP78 ERSR act: 4%
Record of O=C(C1CCCC1)N1CCCC(Nc2ccccc2)C1 (stereo unspecified) : TrxR1 substrate: 2%; Vif-A3F inh: 0%; LDHA inh: -4; RGS4 inhibitor: -11%; TrxR1 inh: 21%; Vif-A3G inh: 2%; USP1 inh: -16%; IDH1 R132H inh: 3%; GRP78 ERSR act: 3%

Other compounds.
SMILES | TrxR1 substrate | Vif-A3F inh | LDHA inh | RGS4 inhibitor | TrxR1 inh | Vif-A3G inh | USP1 inh | IDH1 R132H inh | GRP78 ERSR act
O=C(Cn1c(=O)n(Cc2ccc(C(=O)NCc3ccccc3Cl)cc2)c(=O)c2ccccc21)Nc1ccc(F)cc1 | 2% | 2% | -8 | 3% | 13% | 3% | -8% | 13% | 2%
COc1ccc(N(Cc2cc(=O)[nH]c3ccccc23)C(=O)c2ccco2)cc1 | 14% | -3% | -2 | 1% | -3% | -5% | -4% | 5% | -3%
Cc1cccc(N2CCN(c3nc4ccccc4c4nc(-c5ccccc5)nn34)CC2)c1C | -3% | -4% | -5 | 1% | 4% | 4% | -21% | -12% | -2%
COc1cccc(C(=O)Nc2cc3c(cc2Cl)OCCCO3)c1 | -10% | 0% | -9 | -21% | -13% | 0% | -14% | -3% | -1%
COc1ccc(CCc2nnc(CCC(=O)NCc3cnc4ccccn34)o2)cc1 | 32%[activator] | 2% | -4 | -13% | 18% | 1% | -15% | 7% | -2%
c1ccc2[nH]c(NCCN3CCOCC3)nc2c1 | -4% | -2% | -5 | 12% | 3% | 1% | -19% | -1% | -2%
COc1ccc(N(Cc2cccs2)C(=O)COc2cc(C)c(Cl)c(C)c2)cc1 | -10% | -6% | 4 | 16% | 11% | -3% | ? | 5% | -5%
CCN(CC)S(=O)(=O)c1ccc(C(=O)Oc2coc(CSc3nc(C)cc(C)n3)cc2=O)cc1 | -5% | 10% | -3 | -2% | -16% | 3% | 0% | -6% | -3%
Cc1c(C(=O)NCC2COc3ccccc3O2)oc2ccc(S(=O)(=O)N3CC(C)CC(C)C3)cc12 (stereo unspecified) | 7% | -6% | -5 | -5% | 23%[57.1 µM] | -1% | -8% | 2% | -3%
CCOc1ccc(Cl)cc1S(=O)(=O)N1CCN(c2ccc(C)c(C)c2)CC1 | 5% | -18% | -6 | 28% | 30% | -14% | -10% | 9% | -3%
CCOC(Cn1c(SCC(=O)Nc2cc(C)on2)nc2ccccc2c1=O)OCC | 0% | 4% | -4 | 17% | 16% | 0% | -17% | -8% | -2%
CN(CC(=O)Nc1ccccc1Br)C(=O)Cn1[nH]c(=O)c2ccccc2c1=O | -7% | 14% | -14 | 38% | 1% | 0% | 5% | -9% | 0%
S=C(NCCCN1CCOCC1)N1CCOCC1 | 0%[57.1 µM] | 5% | -15 | 28% | 27% | -1% | 5% | 12% | -9%
COC(=O)c1ccc(CNC(=O)CSC2=NCCS2)cc1 | 11% | -2% | -1 | -7% | 18%[57.1 µM] | -1% | -14% | 5% | 0%
O=C(CC(O)(c1ccccc1)c1ccccc1)Nc1ccccn1 | -6%[57.1 µM] | 2% | -10 | -24% | 4%[11.4 µM] | -1% | -19% | 6% | 0%
CC1Cc2cc(S(=O)(=O)N3CCN(c4ccccc4)CC3)ccc2N1C(=O)C1CC1 (stereo unspecified) | 7% | 9% | 0 | 23% | 45%[activator] | 0% | -4% | -4% | -7%
COCCNC(=O)CSc1ncnc2sccc12 | -7% | -3% | 2 | 26% | 6% | 0% | -22% | 0% | -11%
COc1cccc(CN(CC2CCCO2)S(=O)(=O)c2ccc(-n3cnnn3)c(OC)c2)c1 (stereo unspecified) | 8%[57.1 µM] | -6% | -6 | -4% | 16%[57.1 µM] | 0% | 1% | 2% | -3%
CCOc1ccc(C(CCc2ccccc2)NC(=O)c2ccccc2)cc1OCC (stereo unspecified) | 1% | 2% | -3 | 26% | 4% | 0% | -15% | -1% | -4%
